Bioassay records deposited in PubChem by Southern Research Specialized Biocontainment Screening Center.
influenza NS1A: H1N1 influenza NS1A inhibitors, functional cell based assay (AID 504329); NS1A functional cell-based assay, percent inhibition; higher % means a stronger effect; inhibition, % at 12.5 µM, or IC50 in µM where a hit was titrated; 340,000 compounds, 0.3% hits; in the data active means a potency from the dose series; inconclusive means inhibition above about 27% without an active follow-up result; further: strong numbers were not always called active
M. tuberculosis: growth inhibition of non-replicating M. tuberculosis (AID 488890); 320,000 compounds, 0.39% hits; Mycobacterium tuberculosis non-replicating, growth inhibition; higher % means a stronger effect; one-dose inhibition, % at 25 µM; IC50 in µM for titrated hits; in the data active means a potency from the dose series; inconclusive means inhibition mostly from about 82% at the one dose, without a potency; inactive means the rest, 99 in 100 with inhibition below about 76%;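 further: plate controls were DMSO cells for no effect and high antibiotic wells for full effect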
Salmonella PhoP GFP: PhoP regulon inhibitors, Salmonella typhi PhoP promoter GFP reporter, confirmatory (AID 1850) | Salmonella Typhi PhoP-promoter GFP reporter, fluorescence, 4 h; higher % means a stronger effect | inhibition, % at 50 µM, or IC50 in µM where a hit was titrated | 310,000 compounds, 0.33% hits; in the data active means a potency from the dose series; inconclusive means inhibition mostly from about 25% at the one dose, without a potency; inactive means the rest, 99 in 100 with inhibition below about 19%;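 further: 0% = induced wells with vehicle and 100% = uninduced wells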
inhibitors of VEEV: inhibitors of VEEV TC-83 cytopathic effect, confirmation, Vero cells (AID 588727) | Vero cells, VEEV TC-83 cytopathic effect inhibition; higher % means a stronger effect | inhibition, % at 20 µM; hits with a dose series show IC50 in µM | 350,000 compounds, 0.13% hits; in the data active means a potency from the dose series; inconclusive means inhibition mostly from about 14% at the one dose, without a potency; inactive means the rest, 99 in 100 with inhibition below about 12%; further: strong numbers were not always called active
M. tuberculosis HTS: M. tuberculosis growth inhibition, HTS (AID 449762) | inhibition, % at 25 µM, or IC50 in µM where a hit was titrated | 330,000 compounds, 0.59% hits | M. tuberculosis H37Rv growth inhibition, 7H9 media; higher % means a stronger effect; in the data active means a potency from the dose series; inconclusive means inhibition above about 70% without an active follow-up result;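 further: bacterial growth assessed after seven days of incubation; strong numbers were not always called active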
inhibitors of VEEV 10K pilot screen: recorded beside inhibitors of VEEV, whose call it bears; inhibition, %; measured here: 10K pilot screen inhibition
The depositor's hits bear a star; i = inactive; ? = inconclusive; . = no result given.

SMILES | influenza NS1A | M. tuberculosis | Salmonella PhoP GFP | inhibitors of VEEV | M. tuberculosis HTS | others
Cc1ccccc1N1CCN(CCN2C(=O)CC(=C3c4ccccc4-c4ccccc43)C2=O)CC1 | 5% | 6% | -13% | 3.1% | -3%
Nc1cc(C(=O)OCC(=O)NCc2ccc(F)cc2)ccc1Cl | 7% | 21% | -3% | 0.3% | 5%
O=C(c1cnccn1)N1CCc2ccccc2C1 | -3% | 11% | -17% | 0.6% | 10%
Cc1ccc(NC(=S)N(Cc2cccc(Br)c2)CC2CCC(C(=O)O)CC2)cc1 (stereo not given) | 3% | 12% | -8% | 0.9% | 0%
COc1cc(NS(=O)(=O)c2cccc3nsnc23)c(C(=O)O)cc1OC | -1% | . | . | i | . | inhibitors of VEEV 10K pilot screen=0.5
Fc1ccc(NC(=S)Nc2ccc(Cl)cc2)cc1 | -4% | 11% | -6% | 0.3% | 8%
CC(Sc1nnc(C2CCCCC2)n1N)C(=O)NCc1ccc2c(c1)OCO2 (stereo not given) | 3% | -1% | -16% | 0.5% | 1%
Cc1c(C)n(CCO)c2ncnc(Nc3ccc(F)cc3)c12 | -17% | -14% | -13% | 1.1% | -1%
Cc1cc(C)c(NC(=O)CNC(=O)COC(=O)/C=C/c2cccs2)c(C)c1 | -9% | -11% | 8% | 1.5% | -1%
O=C(O)c1ccc(NNC(=S)Nc2cc(C(F)(F)F)ccc2Cl)cc1 | -9% | -16% | -12% | 3.8% | 7%
O=C(Nc1ccc(NC(=O)c2ccc([N+](=O)[O-])cc2[N+](=O)[O-])cc1)c1ccco1 | 1% | 25% | 7% | 0.6% | ?
C#CCOCCOCCOCCNc1nc(N2CCN(C(=O)C([C@@H](C)O)n3cc([C@@H](N)CCCCN)nn3)CC2)nc(N2CCN(C(=O)[C@H](CC(N)=O)n3cc(C(N)[C@@H](C)CC)nn3)CC2)n1 (stereo not given in full) | -15% | 65% | . | 1.4% | 9%

Reprinted from the part before: four entries; new compounds follow.
SMILES | influenza NS1A | M. tuberculosis | Salmonella PhoP GFP | inhibitors of VEEV | M. tuberculosis HTS | others
Cc1cc(C)c(NC(=O)CNC(=O)COC(=O)/C=C/c2cccs2)c(C)c1 | -9% | -11% | 8% | 1.5% | -1%
O=C(O)c1ccc(NNC(=S)Nc2cc(C(F)(F)F)ccc2Cl)cc1 | -9% | -16% | -12% | 3.8% | 7%
O=C(Nc1ccc(NC(=O)c2ccc([N+](=O)[O-])cc2[N+](=O)[O-])cc1)c1ccco1 | 1% | 25% | 7% | 0.6% | ?
C#CCOCCOCCOCCNc1nc(N2CCN(C(=O)C([C@@H](C)O)n3cc([C@@H](N)CCCCN)nn3)CC2)nc(N2CCN(C(=O)[C@H](CC(N)=O)n3cc(C(N)[C@@H](C)CC)nn3)CC2)n1 (stereo not given in full) | -15% | 65% | . | 1.4% | 9%
Cc1cc(C)n(C(=O)c2ccncc2)n1 | . | 4% | -5% | . | 5%
O=C(CCOc1ccccc1)Nc1nnc(-c2ccc3c(c2)OCCO3)o1 | -8% | -8% | -2% | 2.1% | ?
CC(=O)N(Cc1ccco1)C1(C(=O)NC2CCCCC2)CCCCC1 | 2% | . | 4% | 0.9% | -5% | inhibitors of VEEV 10K pilot screen=0.0
CCN(CC)S(=O)(=O)c1cccc(NC(=O)c2ccc(Br)cc2)c1 | 10% | 12% | -10% | 5.5% | -9%
C=CCC(=O)NC1CC(C)(C)Cc2c1cnn2-c1ccc(C)cc1 (stereo not given) | -7% | 14% | 8% | 1.8% | 7%
Cc1ccc(CN2CCN(/N=C\c3cccc([N+](=O)[O-])c3)CC2)cc1 | 11% | 3% | -1% | i | 56%
O=C(CCc1ccc(S(=O)(=O)N2CCOCC2)cc1)Nc1ccc(F)c(F)c1F | -7% | 4% | . | 0.4% | 2%
Cc1ccc(/C=N/Nc2cc(C)nc(N3CCOCC3)n2)cc1 | 2% | . | -2% | 4.0% | 1%
O=C1Nc2ccccc2C(O)(C(=O)N2CCCCC2)N1c1ccccc1 (stereo not given) | -19% | -12% | 4% | i | -6%
COc1ccc(/C=C/S(=O)(=O)NCc2ccccc2)cc1OC | 5% | -7% | 6% | 0.6% | -10%
CS(=O)(=O)N1CCCC(C(=O)Nc2ccc3c(c2)OCCO3)C1 (stereo not given) | -2% | -7% | 5% | 0.7% | -1%
O=C(NCCCN1CCOCC1)c1cc(-c2ccc(F)cc2)nc2ccccc12 | -2% | 9% | . | 9.1% | 0%

Not a retest: entries from further up.
SMILES | influenza NS1A | M. tuberculosis | Salmonella PhoP GFP | inhibitors of VEEV | M. tuberculosis HTS | others
O=C(CCOc1ccccc1)Nc1nnc(-c2ccc3c(c2)OCCO3)o1 | -8% | -8% | -2% | 2.1% | ?
CC(=O)N(Cc1ccco1)C1(C(=O)NC2CCCCC2)CCCCC1 | 2% | . | 4% | 0.9% | -5% | inhibitors of VEEV 10K pilot screen=0.0
CCN(CC)S(=O)(=O)c1cccc(NC(=O)c2ccc(Br)cc2)c1 | 10% | 12% | -10% | 5.5% | -9%
C=CCC(=O)NC1CC(C)(C)Cc2c1cnn2-c1ccc(C)cc1 (stereo not given) | -7% | 14% | 8% | 1.8% | 7%
Cc1ccc(CN2CCN(/N=C\c3cccc([N+](=O)[O-])c3)CC2)cc1 | 11% | 3% | -1% | i | 56%
O=C(CCc1ccc(S(=O)(=O)N2CCOCC2)cc1)Nc1ccc(F)c(F)c1F | -7% | 4% | . | 0.4% | 2%

Continued:
SMILES | influenza NS1A | M. tuberculosis | Salmonella PhoP GFP | inhibitors of VEEV | M. tuberculosis HTS | others
COc1cccc(CNS(=O)(=O)c2cc(CN3C(=O)c4cccnc4C3=O)ccc2OC)c1 | 7% | 6% | -2% | 0.5% | 2%
Cc1cc(C)n2nc(C(=O)NCc3ccco3)nc2n1 | -6% | -4% | -3% | 0.6% | -1%
CC(/C=N/NC(=O)c1ccncc1)=C\c1ccc(C(C)C)cc1 | -1% | 49% | -10% | 7.7% | ?
CC(C)Oc1ccc(C(=O)O)cc1 | 2% | -10% | -13% | 0.5% | 4%
Nn1c(SCc2cn3ccccc3n2)nnc1-c1ccncc1 | -12% | -5% | -3% | i | -3%
COCCNC(=O)CN1C(=O)CSc2ncccc21 | -7% | -6% | -12% | 1.3% | 0%
CS(=O)(=O)N1CCSC1c1ccc(Br)cc1 (stereo not given) | 13% | -6% | 11% | 1.1% | -4%
CCc1nc2sccc2c(=O)[nH]1 | -10% | 10% | -6% | 0.8% | -7%
CCCCOC(=O)C(C)Nc1n[nH]c(=S)[nH]c1=O (stereo not given) | . | 44% | 2% | . | 5%
Cc1ccc(S(=O)(=O)NCC(=O)N(CC(=O)NCC2CCCO2)c2cccc(F)c2)cc1 (stereo not given) | 6% | 2% | 8% | 1.0% | -4%
COc1ccc(C(=O)C2CCCN(S(=O)(=O)c3cccnc3)C2)c(C)c1 (stereo not given) | 0% | 13% | -13% | 0.5% | -8%
Cc1ccc(C)c(N=C2NC(=O)CS2)c1 | -16% | 24% | 5% | 0.3% | 8%
COc1ccc(C2c3c(ccc4ccccc34)Oc3ncn4nc(-c5ccco5)nc4c32)cc1 (stereo not given) | -2% | 5% | -11% | 0.3% | 3%
CC(=NCCN1CCOCC1)c1c(O)n(C2CCCCC2)c(=O)[nH]c1=O | -6% | 13% | -1% | i | 0%
CCc1ccc(C(=O)CN2C(=O)C(C)N(c3ccc(C)cc3)C2=O)cc1 (stereo not given) | -11% | -10% | -3% | 0.1% | 4% | inhibitors of VEEV 10K pilot screen=0.6
O=C(CSc1nnnn1-c1ccc(F)cc1)Nc1nc2ccccc2s1 | -1% | -8% | 0% | 2.7% | 1%
O=C(NCCc1ccccc1C(F)(F)F)C1CCC(=O)N(C2CC2)C1 (stereo not given) | -7% | -1% | 0% | 3.7% | -8%
CCOC(=O)C1CCN(C(=O)Cn2nc(C)n3c(cc4cc(F)ccc43)c2=O)CC1 | 2% | -5% | 7% | 1.3% | -2%
COc1ccc(-n2nc3c(c2NC(=O)COc2ccccc2)CS(=O)C3)cc1 (stereo not given) | 18% | -5% | -5% | 1.1% | -1%
CC1CCN(CC(O)COc2ccc(OCC(O)CN3CCC(C)CC3)cc2)CC1 (stereo not given) | -3% | 4% | -5% | 0.8% | -5%
Cn1cccc1C(=O)NC(=O)COC(=O)c1ccc(S(C)(=O)=O)c([N+](=O)[O-])c1 | 5% | 6% | . | 4.3% | 3%
COc1ccc(CCNC(=O)c2c(O)c3c([nH]c2=O)CCCC3)cc1OC | 3% | -6% | 7% | 4.7% | -1%
COc1ccc(-n2c(SCC(=O)O)nc3sc4c(c3c2=O)CCC4)cc1 | 0% | 5% | -6% | 0.1% | -1%
COc1ccc(C2=NCc3nnc(C)n3-c3ccc(Cl)cc32)cc1Cl | -5% | 26% | -12% | 5.5% | -5%

Ordered by SMILES length (falling): three of the compounds above.
SMILES | influenza NS1A | M. tuberculosis | Salmonella PhoP GFP | inhibitors of VEEV | M. tuberculosis HTS | others
Cn1cccc1C(=O)NC(=O)COC(=O)c1ccc(S(C)(=O)=O)c([N+](=O)[O-])c1 | 5% | 6% | . | 4.3% | 3%
CCOC(=O)C1CCN(C(=O)Cn2nc(C)n3c(cc4cc(F)ccc43)c2=O)CC1 | 2% | -5% | 7% | 1.3% | -2%
CC(=NCCN1CCOCC1)c1c(O)n(C2CCCCC2)c(=O)[nH]c1=O | -6% | 13% | -1% | i | 0%

Next part
SMILES | influenza NS1A | M. tuberculosis | Salmonella PhoP GFP | inhibitors of VEEV | M. tuberculosis HTS | others
O=C(NNc1c(F)c(F)cc(F)c1F)c1cc2ccccc2oc1=O | 0% | i | 10% | 0.1% | ?
Cc1oc(-c2cccc(Cl)c2)nc1CS(=O)(=O)CC(=O)NCCCN1CCOCC1 | -5% | -2% | 2% | 0.5% | -1%
CCC(=O)c1cn(CC(=O)Nc2cc(C)ccc2C)c2ccccc12 | -2% | 2% | -6% | i | -8%
COc1ccc(CCNC(=O)COC(=O)c2cccn2C)cc1 | -6% | -8% | . | 3.3% | 3%
CCN(CC)C(C)C(=O)NCC1(c2ccccc2)CCOCC1 (stereo not given) | -8% | -9% | 1% | 1.1% | 11%
CC(=O)NC1CC2CCCC(C1)N2S(=O)(=O)c1cccc(F)c1 (stereo not given) | 2% | -3% | 21% | i | 1% | inhibitors of VEEV 10K pilot screen=2.3
Cc1cc(C)c2ccc(C(=O)O)nc2c1O | 9% | 16% | -7% | 5.5% | -5%
CC(=O)c1c(N2CCOCC2)nc(=S)n(-c2ccccc2)c1C | -3% | -6% | -6% | 0.1% | -8%
CS(=O)(=O)N1CCN(c2ccccc2NC(=O)c2ccco2)CC1 | -14% | -4% | 1% | 0.5% | -7%
NC(=O)C1(N2CCCCC2)CCN(CC(=O)Nc2ccc(Oc3ccccc3)cc2)CC1 | 32% | 23% | 5% | i | 7%
Cc1cccc(N(CC(=O)Nc2ccccc2F)S(C)(=O)=O)c1 | -5% | -9% | -14% | 3.7% | 0%
CC(c1cccs1)N(Cc1ccco1)C(=S)Nc1ccccc1Cl (stereo not given) | -8% | -13% | -2% | i | -1%
O=C(Cn1cnc2c(nnn2-c2cccc(Cl)c2)c1=O)N1CCCC1 | 2% | 2% | 1% | 1.1% | 4%
CN1C(=S)N(c2ccccc2)C(=O)/C1=C/c1cccs1 | 7% | 1% | -1% | 1.1% | 8%
NC(=O)NCCN1CCN(c2ncc(C(F)(F)F)cc2Cl)CC1 | 8% | 4% | 8% | 1.0% | -1%
Cc1cccc2cc(C#N)c(SCC#N)nc12 | 4% | 16% | -12% | 1.4% | -2%
C/C(=N\NC(=O)c1ccc(N2CCCC2=O)cc1)c1ccc(O)cc1O | 5% | 8% | -3% | 6.3% | -4%
Cc1ncc(CO)c(/C=N/NC(=O)c2ccccc2Br)c1O | 18% | 31% | -8% | 0.9% | 2%
C=CCNC(=O)/C(=C\c1ccco1)NC(=O)c1ccco1 | -1% | 12% | -4% | i | 3%
CCN1C(=O)CC(SC2CC(=O)N(CC)C2=O)C1=O (stereo not given) | 1% | . | . | 0.6% | .
Cc1cc(C)cc(NC(=O)CCC(=O)Nc2nnc(C(F)(F)F)s2)c1 | 6% | -2% | -2% | 2.5% | -10%
CCn1c(COC(=O)CNC(=O)c2ccccc2)nc2cc(S(=O)(=O)N(C)C)ccc21 | -7% | -7% | 0% | 2.7% | -2%
O=S1OCCN1c1ccccc1 (stereo not given) | 1% | -10% | -3% | 0.7% | -8%
O=C(COC(=O)c1cc(S(=O)(=O)N2CCOCC2)ccc1O)NCCc1ccccc1 | -3% | 8% | 5% | 0.3% | -3%
Cc1ccc(N2C(=O)NC(NC(=O)C(C)(C)C)(C(F)(F)F)C2=O)cc1 (stereo not given) | -7% | 6% | -7% | 1.1% | -1%

Compounds as they come. Share with any hit: about 1.5%.
